NCF1 inh = blocks human p47phox regulatory protein of NADPH oxidases; P14598; p47phox/p22phox peptide binding, fluorescence polarization, 2 h; inhibition, % at 24.7 µM; 220,000 tested, 0.53% active;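 active = inhibition above about 30%, limit read from the data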;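 note: 0% = p47phox with labelled peptide and 100% = labelled peptide alone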
Runt-SMMHC FRET = blocks binding of human RUNX1 Runt domain to CBFb-SMMHC; Q01196+Q13951; Cerulean-Runt/Venus-CBFb-SMMHC FRET ratio 530/480, 1 h; inhibition, % at 20 µM; 220,000 tested, 0.74% active;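 active = mean inhibition across duplicate retests at 20 µM reaching about 50%, limit read from the data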;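 note: 0% = DMSO wells and 100% = wells with excess untagged CBFb-SMMHC; inhibitors lower the FRET ratio by blocking Runt binding to CBFb-SMMHC; some results filed as inactive read as strong as hits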
Target sequence (Q01196 whole entry, looked up, the tested form may be a part): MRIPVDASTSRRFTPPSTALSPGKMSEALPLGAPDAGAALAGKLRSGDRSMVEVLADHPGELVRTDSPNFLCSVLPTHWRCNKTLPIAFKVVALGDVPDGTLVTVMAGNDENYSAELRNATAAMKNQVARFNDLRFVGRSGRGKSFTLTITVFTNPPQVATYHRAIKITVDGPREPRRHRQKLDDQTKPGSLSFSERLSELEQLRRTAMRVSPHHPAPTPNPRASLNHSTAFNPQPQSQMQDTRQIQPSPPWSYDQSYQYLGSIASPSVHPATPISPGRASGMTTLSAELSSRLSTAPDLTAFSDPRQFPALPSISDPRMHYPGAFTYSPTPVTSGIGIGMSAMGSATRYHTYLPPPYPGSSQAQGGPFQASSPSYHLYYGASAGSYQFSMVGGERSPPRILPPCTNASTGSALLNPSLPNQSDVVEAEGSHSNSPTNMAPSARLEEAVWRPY
Target sequence (Q13951 whole entry, looked up, the tested form may be a part): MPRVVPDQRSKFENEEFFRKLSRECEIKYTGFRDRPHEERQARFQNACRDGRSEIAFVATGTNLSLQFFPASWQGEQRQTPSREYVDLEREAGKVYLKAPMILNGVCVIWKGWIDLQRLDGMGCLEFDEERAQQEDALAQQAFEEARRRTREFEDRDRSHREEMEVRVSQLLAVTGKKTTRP
Mdm2 ligase inh = inhibitors of human Mdm2 E3 ubiquitin ligase | 210,000 tested, 0.11% active | cell-based MDM2 ubiquitination luciferase reporter, 2 h; 0 = plate control, 100 = twice control, blank-subtracted | Q00987 | signal enhancement, % at 5 µM | AID 1230;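 active = signal enhancement of 30% or more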;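 note: luminescence tracks abundance of the self-degrading MDM2-luciferase fusion protein; higher signal means inhibition of MDM2 E3 ligase activity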
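System: stable MDM2–luciferase fusion reporter cells / Input: 2000 cells seeded into each well / Schedule: 4 h settle plus 2 h compound, 37 °C / Compound: single-point 5 µM / Buffer or medium: cells held in DMEM / Benchmarks: control and blank well means / Evaluation: percent signal gain over controls, blank-subtracted / Measured by: luciferase luminescence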
EBV gp42 block = inhibitors of Epstein-Barr virus glycoprotein 42. Q1HVG2. Fluorescence polarization binding assay, mP read-out. inhibition, % (tested at 21.74 µM). 220,000 tested, 0.42% active; in the data active = inhibition above about 50%
Target sequence (Q1HVG2 whole entry, looked up): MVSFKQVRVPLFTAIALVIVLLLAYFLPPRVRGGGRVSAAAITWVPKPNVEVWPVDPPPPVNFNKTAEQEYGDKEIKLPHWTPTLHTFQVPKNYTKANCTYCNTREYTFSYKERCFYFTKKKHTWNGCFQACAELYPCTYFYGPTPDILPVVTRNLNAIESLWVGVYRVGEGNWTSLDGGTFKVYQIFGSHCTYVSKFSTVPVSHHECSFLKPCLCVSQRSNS
14-3-3 Bad PPI = disrupts binding of bovine 14-3-3 zeta to phospho-Bad peptide; TR-FRET 14-3-3zeta/Dy647-pBad peptide displacement, 1 h; inhibition, % at 21.7 µM; 220,000 tested, 0.71% active; AID 781;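 active = inhibition above about 70%, limit read from the data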;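 note: 0% = full 14-3-3 plus peptide FRET controls and 100% = background without 14-3-3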
zVAD death inh = L929 zVAD cell death inhibition; L929 zVAD necroptosis rescue, ATP luminescence, 24 h; with zVAD 60 µM; viability rescue, % at 10 µM; 220,000 tested, 0.38% active; AID 1377;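 active = activation, scaled between plate controls, above about 75%, limit read from the data; inactive = activation under that limit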;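 note: 0% = zVAD with DMSO and 100% = DMSO alone without zVAD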
Tb hexokinase = blocks Trypanosoma brucei hexokinase 1 activity. AID 1430. recombinant TbHK1, G6PDH-coupled NADH A340. inhibition, % at 10 µM. 220,000 tested, 0.11% active;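 active = inhibition of 50% or more in the single-dose primary screen; inactive = inhibition below 50%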
Hck Nef HTS = inhibitors of human Hck kinase activated by Nef. P08631. Recombinant Hck-YEEI plus Nef, Z-Lyte FRET kinase assay. inhibition, % at 20 µM. 220,000 tested, 0.68% active;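 active = Hck-Nef kinase inhibition above about 50%, limit read from the data; inactive = inhibition below that limit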;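 note: 0% = DMSO with Hck plus Nef and 100% = Hck alone without Nef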
Runt-CBFb FRET = blocks binding of human RUNX1 Runt domain to CBFb; inhibition, % at 20 µM; Q01196+Q13951; Cerulean-Runt/Venus-CBFb FRET ratio 530/480, 1 h; 220,000 tested, 0.46% active;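 active = inhibition over about 50% at 20 µM in the single-dose screen, limit read from the data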;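 note: 0% = DMSO wells and 100% = excess unlabeled CBFb competitor control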
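test system = Cerulean-Runt domain fusion protein, energy donor | probe or stimulus = Venus-CBFb binding partner, 100 nM | incubation = two 1 h room-temperature incubations shielded from light | detection = fluorescence energy transfer, 422 nm excitation, 530/480 nm emission | measure = loss of energy transfer signal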
Starred values were filed as active, the others as inactive; / = not tested or not shown; [ ] = another dose, or the depositor's remark.

Each structure is followed by: Runt-CBFb FRET, Tb hexokinase, Runt-SMMHC FRET, EBV gp42 block, zVAD death inh, NCF1 inh, 14-3-3 Bad PPI, Mdm2 ligase inh, Hck Nef HTS
C/C(=N\OCC(=O)Nc1ccccc1C(C)(C)C)c1ccc2c(c1)OCCO2
  -2, -3, 0, -18, 0.2, -29, 6, -3, 1
O=[N+]([O-])c1cc2c(cc1/C=N/n1c(-c3ccccn3)n[nH]c1=S)OCO2
  36, 39, 11, -38, 0.1, 2, 1[fluorescence artefact?], -15, 2
CC(Nc1nc(N2CCN(CCO)CC2)nc2ccccc12)c1ccccc1 (centres undefined)
  -1, -3, 5, -8, -0.7, -6, -5, -10, 1
COCCCNCCOCCOc1ccc(C)cc1[N+](=O)[O-]
  2, -5, -8, -3, -0.3, -6, 50, -19, -1
Cc1ccc(C(=O)NCc2ccco2)cc1[N+](=O)[O-]
  0, -1, 1, 2, -0.1, -6, 0, -1, 1
CCOC(=O)Cc1nnc2c(Nc3ccccc3F)nc3nonc3n12
  0, -7, 3, -11, 0.9, -10, -10, -7, 1
C[N+]1(CC(=O)OCCCC2CCCCC2)CCCC1
  -16, -3, 5, -34, 2.7, -4, -1, -15, 21
COc1ccc(NS(=O)(=O)c2cccc(C(=O)N/N=C(\C)c3ccncc3)c2)cc1
  0, 31, 30, -13, 0.8, -2, 2, 6, 6
CC1CC(=O)C2=C(C1)Nc1ccccc1N=C2 (centres undefined)
  -1, 0, -2, 2, 0.0, 5, 4[fluorescence artefact?], -1, 0
COc1ccc(Oc2c(C)oc3cc(OC(=O)N4CCOCC4)ccc3c2=O)cc1
  0, 3, -4, -1, 0.1, -4, 1, -12, 1
N#Cc1cc([N+](=O)[O-])cnc1N(CCO)CCO
  -3, -32, -14, 1, 0.1, -8, 6, 0, 5
COc1ccccc1NCCC(=O)OCC(=O)NC1CCCC(C)C1C (centres undefined)
  -1, 5, -2, -13, 0.1, 0, 13[fluorescence artefact?], -3, 4
C/C(=N\Nc1ccc(Cl)c(C(=O)O)c1)c1cc2ccccc2o1
  -2, -26, 10, -8, 1.1, -14, 0, 4, -5
COc1ccc(C(=O)Oc2ccc(/C=N/NC(=O)c3ccccc3OC)cc2[N+](=O)[O-])cc1
  -2, -31, -9, 6, 0.1, -26, 0[fluorescence artefact?], -9, 1
COCCCNC(=O)c1cc(C(=O)c2ccccc2Br)c[nH]1
  0, -2, -2, -19, 28, -6, -16, 3, 19

(continued)
Each structure is followed by: Runt-CBFb FRET, Tb hexokinase, Runt-SMMHC FRET, EBV gp42 block, zVAD death inh, NCF1 inh, 14-3-3 Bad PPI, Mdm2 ligase inh, Hck Nef HTS
COC(=O)C1=C(NC(=O)c2cccc(OC)c2)CCS1
  -2, 4, -2, -16, -0.3, -1, -16, -8, 1
Brc1ccc(-c2nc(-c3ccccn3)no2)o1
  2, 1, 3, -9, 0.3, -14, -3, -80, 4
COc1ccc(Cl)cc1-n1c(N)c(C(N)=O)sc1=S
  37, -17, 15, -13, -0.6, -6, 7[fluorescence artefact?], 1, -1
CCOCC(=O)Nc1nnc(C2CCCCC2)s1
  3, 5, -4, 7, 0.8, 0, 7, -10, 2
O=C(COc1ncnc2ccccc12)NCCc1ccccc1
  1, -1, 3, -10, 1.8, -3, -1, 0, -3
Cc1ccc(C(=O)N2CCN(c3ccccn3)CC2)cc1
  -1, -4, 2, -6, 3.6, -4, 2, -6, -31
COc1ccc2c(c1OC)C(=O)N1C2SC[C@H]1C(=O)NC1CC(C)(C)NC(C)(C)C1 (some centres undefined)
  2, 2, 1, -1, 0.0, 0, 3, -2, 1
Cc1cc(C(=O)COC(=O)CC2Sc3ccccc3NC2=O)c(C)n1-c1ccc(Br)cc1 (centres undefined)
  -1, 30, -1, -18, 0.1, -50, -26, -1, -7
CC1(C)CC(=O)C(CCC(=O)c2ccccc2)C(C)(C)N1 (centres undefined)
  -1, -7, -2, 2, 0.2, -2, -2, -3, 0
CC(=O)n1cc([C@H]2C=C(C(=O)NCc3ccccc3)O[C@@H](OCc3ccc(CO)cc3)C2)c2ccccc21
  -1, -12, -3, -10, 68, -74, -1, /, 53*
CCN(CC(=O)Nc1ccc(S(N)(=O)=O)cc1)S(=O)(=O)c1cc(C)ccc1OC
  0, -4, 4, -6, 0.8, -6, -7, 0, 10
O=C(COC(=O)Cc1ccccc1[N+](=O)[O-])NCc1ccccc1Cl
  -2, -5, 0, -10, 0.4, -9, 3, 3, 5
NNC(=O)C1CC(O)CN1S(=O)(=O)c1ccc(Cl)cc1 (centres undefined)
  0, -6, 1, -9, 0.6, 0, -10, 6, 2
CC(=O)N1CCN(C(=S)c2ccc([N+](=O)[O-])cc2)CC1
  2, -9, -4, 3, 0.1, -9, -2, -10, -1
COC(=O)/C=C/C(=O)NCc1ccco1
  0, -1, 0, -15, -0.1, -6, 39[fluorescence artefact?], -15, 0

Continued.
Each structure is followed by: Runt-CBFb FRET, Tb hexokinase, Runt-SMMHC FRET, EBV gp42 block, zVAD death inh, NCF1 inh, 14-3-3 Bad PPI, Mdm2 ligase inh, Hck Nef HTS
CC1(C)N=C(N)NC(Nc2ccc(Br)cc2)=N1
  1, -1, 0, -9, -0.2, -10, -6, -11, 0
Cc1ccc(CN2CCN(CC(=O)NCCCN3CCN(c4ccc(F)cc4)CC3)C2=O)cc1
  -2, 3, 4, -9, -0.1, -10, -8[fluorescence artefact?], -18, -1
COc1cc2c(cc1OC)CN(CCC(=O)c1ccc(Br)cc1)CC2
  23, 1, 19, -5, 3.3, 1, -13, -8, 16
CC(=O)Nc1ccc(NC(=O)CSc2nnc(-c3ccco3)o2)cc1
  0, 2, -2, 2, -0.3, -5, -1, -10, 18
O=C(Oc1ccc2c(c1)OCO2)C12CC3CC(CC(C3)C1)C2
  0, -4, 3, -10, 0.4, 4, 3, -18, 1
COc1ccccc1NC(=O)CSCC(=O)N1c2ccccc2CCc2ccccc21
  0, -1, -2, -14, 0.8, -15, -6, 13, 5
COc1ccc(CCNC(=O)COc2nncc3ccccc23)cc1
  2, 4, -1, -4, 1.1, 3, -10, -3, -2
Cn1nc(C(F)(F)F)c2cc(C(=O)Nc3ccc(C(F)(F)F)cc3)sc21
  -1, -1, -1, -13, 0.7, -12, 5, -4, 10
CCOC(=O)c1cc(C#N)c(N2CCN(C(=O)c3ccccc3)CC2)nc1C(F)(F)F
  -3, -12, -1, -3, 0.7, -1, -2, -10, 2
Cc1ccccc1Cn1nc(C)c(NC(=O)c2cc(-c3cccs3)on2)c1C
  4, 2, -2, -11, 4.1, -11, 6, -1, 2
CCOC(=O)/C(C#N)=N/Nc1c(C)n(C)n(-c2ccccc2)c1=O
  4, -24, 23, -20, 0.8, -2, -20, -7, 26
CNC(=S)N/N=C/c1cc(C)ccc1C
  2, -15, 1, 12, 0.5, 1, -6, -13, 7
CCNc1nc(NCC)nc(SCCOC(=O)c2ccccc2)n1
  -4, 9, 2, 5, -0.1, -6, 1[fluorescence artefact?], 16, 15
O=C(c1ccc(COc2ccc(Cl)cc2)o1)N1N=C(C(F)F)CC1(O)C(F)F (centres undefined)
  -7, 3, 0, 3, 1.6, 7, -1, 10, 3
CCOc1ccc(C2C(C(=O)Nc3ccccc3)=C(C)N=c3s/c(=C/c4cccc(OCC(=O)O)c4)c(=O)n32)cc1 (centres undefined)
  21, -16, -58, 0, 7.5, -26, -4, -4, 19

Continued.
Each structure is followed by: Runt-CBFb FRET, Tb hexokinase, Runt-SMMHC FRET, EBV gp42 block, zVAD death inh, NCF1 inh, 14-3-3 Bad PPI, Mdm2 ligase inh, Hck Nef HTS
Nc1cc(N)nc(SCc2cccnc2)n1
  1, -7, 9, -8, 0.1, -12, 0, -34, 0
CC(=O)c1ccc(NCC2COc3ccccc3O2)c([N+](=O)[O-])c1 (centres undefined)
  -2, 4, -6, -9, 1.8, -12, -11, -13, 16
CCOC(=O)C1(CC2CC2)CCN(Cc2cnc(N(C)C)s2)CC1
  2, -6, -1, -22, 1.0, 7, 2, 1, 18
O=C(Nc1cccnc1N1CCOCC1)c1cccs1
  -2, -7, 1, -5, 0.1, -1, 0, -12, -2
CCOc1ccc(-c2[nH]ncc2Oc2ccccc2OCC)c(O)c1
  -1, 15, -2, -9, 2.0, -5, -3, 3, 19
COc1cccc(OC)c1C(=O)NC(=S)N1CCN(c2ccc(C(F)(F)F)cc2[N+](=O)[O-])CC1
  -7, 1, -3, 2, -0.3, -9, -10, 0, -1
Cc1cccc(-n2c(CNC(=O)Cc3ccccc3)n[nH]c2=S)c1
  3, -4, 14, -11, 1.1, /, -5, -13, -8

Structural class: the compounds so far with two or more sulfur atoms.
Each structure is followed by: Runt-CBFb FRET, Tb hexokinase, Runt-SMMHC FRET, EBV gp42 block, zVAD death inh, NCF1 inh, 14-3-3 Bad PPI, Mdm2 ligase inh, Hck Nef HTS
COc1ccc(Cl)cc1-n1c(N)c(C(N)=O)sc1=S
  37, -17, 15, -13, -0.6, -6, 7[fluorescence artefact?], 1, -1
CCN(CC(=O)Nc1ccc(S(N)(=O)=O)cc1)S(=O)(=O)c1cc(C)ccc1OC
  0, -4, 4, -6, 0.8, -6, -7, 0, 10

Sorted by value in 14-3-3 Bad PPI (high to low): 4 of the compounds above
Molecule	Runt-CBFb FRET	Tb hexokinase	Runt-SMMHC FRET	EBV gp42 block	NCF1 inh	14-3-3 Bad PPI	Hck Nef HTS
Nc1cc(N)nc(SCc2cccnc2)n1	1	-7	9	-8	-12	0	0
CCOc1ccc(-c2[nH]ncc2Oc2ccccc2OCC)c(O)c1	-1	15	-2	-9	-5	-3	19
Cc1cccc(-n2c(CNC(=O)Cc3ccccc3)n[nH]c2=S)c1	3	-4	14	-11	/	-5	-8
COc1cccc(OC)c1C(=O)NC(=S)N1CCN(c2ccc(C(F)(F)F)cc2[N+](=O)[O-])CC1	-7	1	-3	2	-9	-10	-1
